TAAR1 antag – human TAAR1 antagonism | CHO RD-HGA16 TAAR1, Fluo-8 calcium fluorescence, antagonist | Q96RJ0 | actives 1.5% (n = 360,000) | inhibition, % at 3 µM | AID 624466;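 active = inhibition above a per-plate cutoff, the mean inhibition of test compounds on that plate plus 3 SD, cut at about 49% in these data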;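 note: 0% = DMSO plus EC80 beta-PEA response and 100% = DMSO alone without agonist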
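Material: CHO RD-HGA16 cells bearing hTAAR1; compound dosing: one-point dosing, 3 µM nominal final; schedule: dye loading 75 min at 37 °C, then 30 min room temperature; measured by: calcium fluorescence with Fluo-8; control set: vehicle and agonist controls; replication: n of 1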
CHO-K1 Ca PAM – counter-screen for M1 PAMs: effect in parental CHO-K1 cells. AID 602247. ATP EC20, Fluo-8 calcium fluorescence; 0% at ATP EC20, 100% at ATP max. activation, % at 3 µM. actives 0.02% (n = 360,000);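 active = activation above the run cutoff, the mean activation of all test compounds plus 3 SD, cut at about 40% in these data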;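 note: peak over basal fluorescence ratio in a 140 s read after ATP addition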
CHO-K1 Ca ag – counter-screen for M1 agonists: effect in parental CHO-K1 cells | Fluo-8 calcium fluorescence; scaled to maximal ATP response, vehicle zero | activation, % at 3 µM | actives 0.48% (n = 360,000); in the data active = activation above about 15%;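 note: untransfected CHO-K1 host cells lacking M1 receptor as counterscreen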
OXTR potentiate – potentiators of human oxytocin receptor. CHO-OTR cells, Fluo-8 calcium fluorescence, potentiator mode; 0% = oxytocin EC15, 100% = EC100. AID 2445. activation, % at 3 µM. actives 0.061% (n = 320,000). P30559;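 active = activation above that plate's cutoff, the mean activation of tested compounds plus 3 SD, cut at about 6.6% in these data, passing the limit was not always enough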;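 note: 100% uses oxytocin at 75 nM as the full agonist control; some results filed as inactive read as strong as hits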
Target sequence (P30559 whole entry, looked up): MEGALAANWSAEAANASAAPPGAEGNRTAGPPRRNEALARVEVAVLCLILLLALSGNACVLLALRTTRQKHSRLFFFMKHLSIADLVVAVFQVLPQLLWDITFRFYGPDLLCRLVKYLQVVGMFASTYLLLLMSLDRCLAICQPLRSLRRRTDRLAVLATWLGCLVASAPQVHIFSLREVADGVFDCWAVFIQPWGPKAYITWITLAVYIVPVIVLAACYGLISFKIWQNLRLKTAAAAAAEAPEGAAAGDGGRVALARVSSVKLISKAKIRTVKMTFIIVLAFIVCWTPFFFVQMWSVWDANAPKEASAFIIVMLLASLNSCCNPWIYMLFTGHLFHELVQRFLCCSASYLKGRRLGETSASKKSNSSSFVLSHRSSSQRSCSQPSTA
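Measured by – Fluo-8 calcium dye fluorescence · Test system – human OTR in CHO cells · Dosing – one concentration, 3.0 µM compound · Controls – EC15 oxytocin alone as 0%, 75 nM oxytocin as 100% · Evaluation – normalized max/min fluorescence ratio, % activation · Timing – 6 min pre-incubation, 100 s read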
CHO-K1 Ca antag – nonselective inhibitor or artifact in parental CHO-K1 cells | ATP-induced calcium, Fluo-8 fluorescence | inhibition, % at 3 µM | actives 0.6% (n = 360,000);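 active = inhibition above a per-plate cutoff, the plate's mean sample inhibition plus 3 SD, cut at about 24% in these data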;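 note: 0% = DMSO plus EC80 ATP and 100% = DMSO alone without ATP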
OXTR agonist – activates the human oxytocin receptor; CHO-OTR cells, Fluo-8 calcium fluorescence; normalized: DMSO 0%, oxytocin 100%; P30559; activation, % at 3 µM; actives 0.32% (n = 320,000);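 active = activation above the mean of all tested compounds plus 3 SD, cutoff set per screening run, cut at about 20% in these data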;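 note: peak over basal fluorescence ratio from a 100 s FLIPR kinetic read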
GPR7 antag – blocks human GPR7 receptor signaling; P48145; GPR7-expressing cells, fluorescence antagonist assay; inhibition, % at 4.4 µM; actives 1.1% (n = 290,000); in the data active = inhibition above about 16%, passing the limit was not always enough;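 note: cells stimulated with the agonist NPW; 0% = agonist with vehicle and 100% = vehicle without agonist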
V1aR counter – V1a receptor agonism, counter-screen for OXTR agonists | CHO-V1R cells, Fluo-8 calcium fluorescence, agonist mode; 0% DMSO, 100% 3 nM vasopressin | activation, % at 3 µM | actives 0.25% (n = 320,000);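 active = activation above the mean activation of all tested compounds plus 3 SD, per screening run, cut at about 20% in these data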;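 note: signal is peak over basal fluorescence ratio across a 100 second FLIPR read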
Target sequence (P37288 whole entry, looked up): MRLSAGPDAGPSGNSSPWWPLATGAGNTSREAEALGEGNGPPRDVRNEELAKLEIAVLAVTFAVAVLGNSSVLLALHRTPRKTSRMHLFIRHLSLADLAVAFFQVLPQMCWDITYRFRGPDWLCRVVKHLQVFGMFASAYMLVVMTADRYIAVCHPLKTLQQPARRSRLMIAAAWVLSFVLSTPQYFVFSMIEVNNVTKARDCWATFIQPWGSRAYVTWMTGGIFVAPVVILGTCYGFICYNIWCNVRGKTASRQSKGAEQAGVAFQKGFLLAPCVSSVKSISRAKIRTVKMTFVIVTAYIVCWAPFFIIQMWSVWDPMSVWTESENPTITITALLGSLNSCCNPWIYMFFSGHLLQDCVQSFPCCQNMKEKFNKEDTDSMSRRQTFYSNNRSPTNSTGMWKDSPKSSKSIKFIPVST
CHO parental Ca – signal in parental CHO cells, OX1R antagonist counter-screen. inhibition, % at 5.6 µM. actives 0.63% (n = 330,000). parental CHO-K1, ATP-induced calcium, Fluo-8 fluorescence. AID 463079;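 active = inhibition above that plate's mean sample inhibition plus 3 SD, cut at about 26% in these data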;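 note: 0% = ATP-challenged DMSO wells and 100% = DMSO wells without ATP; some compounds past the cut are filed as inactive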
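Assay system: parental CHO cells; Read-out basis: percent inhibition of ATP-evoked calcium rise, normalized to controls; Benchmarks: ATP and no-ATP DMSO wells; Compound dosing: single nominal dose of 5.6 µM per compound; Signal: Fluo-8 calcium dye fluorescence; Also added: ATP as calcium-mobilizing challenge; Repeats: singlicate.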
Numbers without * were called inactive; . = no result given.

SMILES	TAAR1 antag	CHO-K1 Ca PAM	CHO-K1 Ca ag	OXTR potentiate	CHO-K1 Ca antag	OXTR agonist	GPR7 antag	V1aR counter	CHO parental Ca
COc1ccc(OC)c(N(CC(=O)N2CCCC2)S(C)(=O)=O)c1	6	6	0.1	-11	-8	-0.3	-18	0.3	-8
COc1ccccc1N(Cc1cc(=O)[nH]c2ccccc12)C(=O)C(C)C	-3	7	0.2	-14	0	-0.9	12	-0.1	-16
CCCCCCn1c(=O)n2n(c1=O)[C@@H]1CN(S(=O)(=O)c3ccc(C)cc3)C[C@]1(O)[C@@H](OC(=O)Nc1c(C)noc1C)C2	-17	-1	0.2	.	-10	.	.	.	.
Cc1ccc(OCC(O)Cn2c(=N)n(CCN3CCOCC3)c3ccccc32)cc1 (stereo not drawn)	3	23	0.6	1	-12	0.6	-4	0.1	-11
CC(Oc1ccccc1F)C(=O)Nc1ccc2ccccc2c1 (stereo not drawn)	-3	-3	-0.7	-14	0	-2.2	7	-1.3	-11
O=S(=O)(Nc1ccc(Cc2ccncc2)cc1)c1ccc(Cl)s1	9	13	6.7	-3	-8	2.3	-5	9.1	-11
CCOC(=O)c1c(C)sc2c1N(C(=O)CN1CCOCC1)c1cc(Cl)ccc1S2	-27	24	1.4	-4	-15	-2.9	7	-0.1	-29
COc1ccccc1-c1nc(=S)c(C(C)=O)c(C)[nH]1	-19	-2	0.4	-12	-6	-0.1	-14	-1.2	-18
Cc1ccc(-n2c(SCC(=O)N3c4ccccc4Sc4ccccc43)nnc2-c2ccncc2)cc1	-13	22	0.6	-9	-6	-0.5	-11	-0.1	-8
Nc1cc([N+](=O)[O-])ccc1N1C(=O)CCCC1=O	-13	3	0.3	-6	-1	2.0	3	0.1	-7
O=C(Cc1ccc2c(c1)OCO2)NN=Cc1ccc([N+](=O)[O-])o1	-12	23	0.6	-5	-13	2.6	.	1.0	-10
CN(CC(=O)Nc1ccc(N2CCOCC2)cc1)Cc1c(O)ccc2ccccc12	-1	4	0.6	-7	-8	-0.2	-16	-0.5	-11
CCCCCC(O)(CCN1CCCCC1)c1ccccc1 (stereo not drawn)	-10	14	5.6	-12	-11	0.8	-3	0.5	-8
O=C1NC(=Nc2ccccc2)S/C1=C/c1cccnc1	0	21	1.5	-3	-22	-0.8	-13	0.1	-12
CCCS(=O)(=O)N1CCN(C2CCC(C)CC2)CC1 (stereo not drawn)	-6	-7	-0.2	-6	-2	-0.6	-9	-0.5	-2
Cc1ccc(CCNC(=O)C2CC(=O)N(CCc3ccccc3)C2)cc1 (stereo not drawn)	-34	13	1.2	-8	-11	0.4	-4	0.3	-5
CC[n+]1ccc(C(=O)NCc2ccccc2)cc1	-8	9	0.8	-15	-11	0.0	-7	-0.6	-1
O=C(CCC1CCCN(Cc2ccc(O)c(Cl)c2)C1)NCc1ccccc1F (stereo not drawn)	12	21	1.5	-9	-18	-0.8	-3	-0.8	-11
CC1(C)Cc2nc3sc(C(=O)NCCO)c(N)c3cc2CO1	3	22	0.6	-8	-16	-0.5	-8	-0.2	-9
CCc1nc(Sc2nc(C)cc(C)n2)c2oc3ccccc3c2n1	-3	12	1.4	-2	-10	-2.0	-11	-1.1	-17
COc1ccc(Br)cc1C1CC(=O)N2CN(C)CSC2=C1C#N (stereo not drawn)	-9	20	2.8	-2	-1	11	-10	13	-9
CC(C)[C@H](NC(=O)c1ccccc1)C(=O)OCC(=O)N1CCN(C(=O)c2ccco2)CC1	-14	-4	0.0	-4	-3	-0.8	-5	-0.6	4
Cc1cccc(NCc2nc(SCC(=O)Nc3ccccc3)n[nH]2)c1	5	16	0.3	-13	-5	-0.3	0	0.2	-15
COc1ccc(NC(=O)Nc2ccc(Br)cn2)cc1OC	18	21	2.8	-7	-13	-1.6	-1	-0.1	-8
O=C(CSc1nc2ccc(F)cc2c(=O)n1-c1ccccc1)Nc1ccc2c(c1)CCC2	9	4	-0.1	.	-2	.	.	.	.
O=C(CNC(=O)c1ccc(Br)o1)NNC(=O)COc1ccccc1Cl	7	-1	0.1	6	-9	1.1	.	0.1	-5
CN(C)c1ccc(C2N(C)C(=O)c3ccccc3N2C)cc1 (stereo not drawn)	8	16	7.5	.	-7	.	-6	.	.
CCOC(=O)C1CSC(CC(=O)Nc2ccc(OCC)cc2)C(=O)N1 (stereo not drawn)	-19	13	0.2	-11	1	-1.2	32*	1.2	-2
O=C(Nc1ccccc1C(=O)N1CCOCC1)C1COc2ccccc2O1 (stereo not drawn)	9	0	1.4	-5	12	-0.2	-7	-0.2	4
C[C@H]1CN(Cc2ccccc2)C(=O)[C@@H]1CC(=O)Nc1ccccc1	6	2	0.7	.	-7	.	.	.	.
O=C(NC1CC1)c1ccc2c(c1)S(=O)(=O)c1cc(Cl)ccc1C2=O	15	.	.	6	.	1.2	.	0.5	3
CCOC(=O)c1ccc(NC(=O)Nc2cc(C)on2)cc1	-6	-14	2.6	-7	-6	2.1	-6	1.9	-10
Cc1ccsc1/C=N\Nc1cn[nH]c(=O)c1Cl	54*	24	0.6	5	-6	-2.3	-11	-0.4	-5
Cc1ccc(CNC(=O)C2CCC(=O)N(Cc3cccc(F)c3)C2)s1 (stereo not drawn)	-4	-4	3.7	.	-1	.	.	.	.
Cc1cccc(-c2nnc(SCC(=O)Nc3ncccn3)n2C)c1	-31	10	0.0	-7	0	0.6	-7	0.4	0
O=C(NCCCN1CCCCCC1)C1CC(=O)N(CCc2ccccc2)C1 (stereo not drawn)	-8	8	0.3	-5	-4	-0.6	-7	-0.4	-10
Cc1nnc(SC2CC(=O)N(c3ccccc3)C2=O)s1 (stereo not drawn)	-10	16	-0.1	3	-2	0.4	-7	1.1	-12
O=C(NC1CC1)C1=NOC(CNc2ncc(C(F)(F)F)cc2Cl)C1 (stereo not drawn)	-12	16	0.1	-10	2	-0.1	2	0.8	-11
Cc1cc(-c2ccccc2)n(-c2ccc(C(=O)N3CCN(c4ncccn4)CC3)cc2)n1	21	-5	3.5	6	9	-0.7	0	2.6	-17
CC(C)(/C=N/O)/[N+]([O-])=C/C=[N+](\[O-])C(C)(C)/C=N/O	-4	12	4.3	1	6	1.4	-10	0.6	-10
CCOCCCNC(=O)C1(O)c2cc(Br)ccc2NC(=O)N1c1ccc(OCC)cc1 (stereo not drawn)	-3	19	1.3	-11	-12	0.3	4	1.1	1
C=CCSc1nnc(C)n1-c1ccc(Cl)cc1	-17	30	0.4	-1	-5	-0.3	-8	-0.1	-6
CCN(CC(=O)NCc1ccc(Cl)cc1)C(=O)CCC(=O)c1ccc(F)cc1	-6	2	2.0	-6	7	-2.3	.	-1.6	-32
CC1(C(=O)NS(=O)(=O)c2ccc(F)cc2F)CCN1C(=O)c1ccco1 (stereo not drawn)	-1	18	0.5	.	-15	.	.	.	.
O=C(N[C@H](Cc1cc(=O)[nH]c2ccccc12)C(=O)O)c1ccc(Cl)cc1	-16	8	-0.3	.	7	.	-2	.	.
CCC(=O)Nc1ccc2nc(C)n(CC(=O)Nc3ccccc3)c(=O)c2c1	-1	0	-0.2	-5	0	1.1	-9	-0.5	-12
Cc1noc(C)c1COC(=O)c1cccc(S(=O)(=O)N2CCOCC2)c1	16	-4	1.6	0	-1	2.1	.	1.6	-4
CCCNCc1nnc(-c2ccccc2Cl)o1	-11	8	0.1	-4	-2	0.2	-8	1.7	-4
O=C1/C(=C/c2ccc(F)cc2)SC(=S)N1N1CCOCC1	1	12	0.5	-11	-10	-0.6	-2	0.4	-14
CCOc1ccc2nc(SCC(=O)Nc3cc(C)on3)c(C)cc2c1	0	9	-0.6	-4	-4	0.2	4	-0.5	-10
C/C(=C\C(=O)c1ccccc1)Nc1ccc(Cl)c(Br)c1	9	4	0.8	0	8	2.1	-1	2.0	-5
COc1ccc(/C=C/C=C2\NC(=S)NC2=O)cc1	8	-3	-0.2	-7	8	-0.2	-4	1.0	3
C/C(=N\NC(=O)c1c(Cl)c(C)nn1C)c1cccc(NC(=O)COc2ccccc2)c1	5	-7	0.3	-5	19	0.1	13	1.6	2
COc1ccccc1NC(=O)c1ccc(-n2cccn2)nc1	1	14	1.3	4	-6	-0.4	-2	-0.1	-3
CCCCN1C(=O)C(NC(=O)c2cccnc2)(C(F)(F)F)C2=C1CC(C)(C)CC2=O (stereo not drawn)	-10	13	3.2	5	8	0.5	-16	0.4	-5
CCn1cc(CCC(=O)NCc2ccc(F)cc2)c2ccccc21	8	6	1.4	0	-12	-1.1	-3	0.7	-28
O=C(N/N=C/c1ccccc1)c1ccc(N2CCOCC2)c([N+](=O)[O-])c1	9	15	1.0	-4	-4	2.4	-18	0.6	-5
COC(=O)Nc1nc2ccc(Br)cc2s1	3	17	-0.2	-15	-5	-0.8	-2	0.7	0
N#Cc1c(N)nc2c3c(sc(=N)c2c1N)NC(=O)CC3c1ccccc1 (stereo not drawn)	-4	-3	1.3	-6	0	-1.1	-14	-0.2	-11
Cc1cccc(Nc2nn3c(=O)c4ccccc4nc3s2)c1	9	11	0.2	-2	-4	-0.7	-1	0.1	-8

Sorted by formula weight (high to low): four of the compounds above
SMILES	TAAR1 antag	CHO-K1 Ca PAM	CHO-K1 Ca ag	OXTR potentiate	CHO-K1 Ca antag	OXTR agonist	GPR7 antag	V1aR counter	CHO parental Ca
CCCCN1C(=O)C(NC(=O)c2cccnc2)(C(F)(F)F)C2=C1CC(C)(C)CC2=O (stereo not drawn)	-10	13	3.2	5	8	0.5	-16	0.4	-5
N#Cc1c(N)nc2c3c(sc(=N)c2c1N)NC(=O)CC3c1ccccc1 (stereo not drawn)	-4	-3	1.3	-6	0	-1.1	-14	-0.2	-11
Cc1cccc(Nc2nn3c(=O)c4ccccc4nc3s2)c1	9	11	0.2	-2	-4	-0.7	-1	0.1	-8
COc1ccc(/C=C/C=C2\NC(=S)NC2=O)cc1	8	-3	-0.2	-7	8	-0.2	-4	1.0	3

Next section
SMILES	TAAR1 antag	CHO-K1 Ca PAM	CHO-K1 Ca ag	OXTR potentiate	CHO-K1 Ca antag	OXTR agonist	GPR7 antag	V1aR counter	CHO parental Ca
COc1ccc(OCC(=O)NNC(=O)C2CCCO2)cc1 (stereo not drawn)	4	8	0.6	-1	4	0.5	-1	0.9	-8
CCN(CC)CCCn1c2c(c(SCC(=O)Nc3ccc(F)c(F)c3)nc1=O)CCC2	-9	12	1.4	7	-17	0.7	.	-0.2	-30
Cc1cccc(NC(=O)CNC(=O)c2ccc(-n3cncn3)c([N+](=O)[O-])c2)c1C	-18	-16	0.2	-8	2	0.4	.	-0.2	-15
COc1ccc(NC(=O)N2CCCCCC2)cc1	-16	1	0.1	0	-5	1.1	-4	-0.1	10
O=C(COc1ccc(Cl)cc1)Nc1ccc2c(c1)CCC2	10	-7	-0.1	-8	6	-1.9	-6	-0.5	-23
COc1ccc(/C=N/Nc2nc3ccccc3s2)cc1O	-22	17	1.0	.	-13	.	15	.	.

Source: PubChem
